PfHsp90 set2: reduces growth (ATP signal) of yeast expressing P. falciparum Hsp90; AID 504621; actives 0.32% (n = 310,000); S. cerevisiae expressing PfHsp90, BacTiter-Glo ATP, 48 h; yeast lacking PDR1 and PDR3 efflux regulators; inhibition, % at 9.4 µM;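 active = every replicate shows inhibition above about 80%, whatever the replicate mean, limit read from the data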;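 also: 0% = DMSO neutral controls and 100% = 20 µM radicicol positive controls; yeast relying on Plasmodium falciparum Hsp90 in place of its own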
NSD2 HMT inh: NSD2 (human) methyltransferase inhibition; inhibition, % at 12.5 µM; actives 0.54% (n = 310,000); O96028; NSD2 peptide methylation, AlphaScreen, 120 min; in the data active = inhibition above about 50%
MITF act: increases MITF-driven TRPM1 promoter luciferase signal. SK-MEL-5 TRPM1-promoter luciferase, 24 h; % of positive control, neutral wells = 0. activation, % at 12.5 µM. actives 0.75% (n = 300,000). AID 588334;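 active = mean activation of at least 80% with every replicate also reaching 80%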;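 also: 0% = neutral control wells and 100% = parthenolide positive control wells; values of inactives mirror those of a sister screen read the other way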
CAL PDZ FP-1: inhibitors of human CAL PDZ peptide binding | actives 0.92% (n = 300,000) | purified CAL PDZ, TMR-peptide fluorescence polarization, 1 h | inhibition, % at 24.9 µM | AID 602252 | Q9HD26;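 active = mean inhibition of at least 30% with at least half of replicates also reaching 30%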;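 also: 0% = DMSO neutral control and 100% = excess unlabeled competitor peptide PRC23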
SR-BI uptake up: activators of SR-BI mediated HDL lipid uptake; CHO ldlA[mSR-BI] cells, DiI-HDL uptake fluorescence, 3 h; 100 = double the neutral-control signal; activation, % at 12.5 µM; actives 0.096% (n = 320,000); AID 504775;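 active = mean replicate activation of at least 60% and every replicate at or above 60%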;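 also: 0% = median plate neutral-control signal and 100% = twice that signal; values of inactives mirror those of a sister screen read the other way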
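Test system: SR-BI-overexpressing, LDLR-lacking CHO cells; Medium: Ham's F12 with 0.5% BSA, HEPES 25 mM, pH 7.4; Schedule: 3 h, 37 °C; Technique: bottom-read fluorescence, 550/595 nm.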
CAL PDZ FP-2: human CAL PDZ-peptide interaction inhibition. inhibition, % at 20 µM. Q9HD26. actives 0.02% (n = 330,000). AID 504414. purified CAL PDZ, TMR-peptide fluorescence polarization, 1 h;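 active = highest replicate inhibition of at least 40%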;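 also: plate controls were DMSO neutral control wells for no effect and unlabeled competitor peptide control wells for full effect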
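Material – purified CerCALP PDZ construct · Detection – FP readout, S and P plane fluorescence · Measure – percent inhibition from loss of millipolarization · Controls – unlabelled peptide for full inhibition, DMSO wells as neutral · Probe or stimulus – TMR-labelled reporter peptide T*-PRC34 bound in PDZ groove · Times – 1 h at RT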
SR-BI DiI inh: blocks mouse SR-BI lipid uptake from DiI-HDL. ldlA[mSR-BI] CHO cells, DiI-HDL uptake fluorescence, 3 h. inhibition, % at 12.5 µM. actives 0.96% (n = 320,000);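 active = mean replicate inhibition of at least 70% and a set share of replicates each scoring 70 or more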;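 also: 0% = median of neutral control wells and 100% = median of positive control wells; values of inactives mirror those of a sister screen read the other way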
Target sequence (Q61009 whole entry, looked up): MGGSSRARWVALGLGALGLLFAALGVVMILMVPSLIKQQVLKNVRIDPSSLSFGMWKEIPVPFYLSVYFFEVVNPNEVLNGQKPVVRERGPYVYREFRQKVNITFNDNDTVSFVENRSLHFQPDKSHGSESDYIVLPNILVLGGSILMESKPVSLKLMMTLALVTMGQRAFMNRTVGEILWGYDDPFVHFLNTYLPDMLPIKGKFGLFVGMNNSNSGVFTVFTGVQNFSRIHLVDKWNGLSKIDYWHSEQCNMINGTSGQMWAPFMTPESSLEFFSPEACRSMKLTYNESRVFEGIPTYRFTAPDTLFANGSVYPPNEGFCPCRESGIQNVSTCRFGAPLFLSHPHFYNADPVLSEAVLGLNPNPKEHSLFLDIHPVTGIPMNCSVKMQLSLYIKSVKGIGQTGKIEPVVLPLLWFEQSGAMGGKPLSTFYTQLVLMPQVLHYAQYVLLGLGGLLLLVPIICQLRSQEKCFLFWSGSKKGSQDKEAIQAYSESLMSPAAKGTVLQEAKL
PvdQ inh: P. aeruginosa PvdQ acylase inhibition. purified PvdQ acylase, fluorescence plate reader. inhibition, % at 10 µM. actives 0.063% (n = 340,000). AID 488965; in the data active = inhibition above about 30%, passing the limit was not always enough;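 also: 0% = vehicle neutral wells and 100% = reference inhibitor wells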
dFosB act: mouse delta FosB homodimer activation; purified delta FosB, TAMRA-CDK5 oligo fluorescence polarization; percent of positive-control signal above neutral wells; actives 0.99% (n = 340,000); P13346; AID 493131; activation, % at 25 µM;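 active = mean activation above about 17%, with every replicate also reaching it, limit read from the data, passing the limit was not always enough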;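 also: fluorescence polarization rise as delta FosB binds a TAMRA Cdk5 AP-1 oligo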
Target sequence (P13346 whole entry, looked up): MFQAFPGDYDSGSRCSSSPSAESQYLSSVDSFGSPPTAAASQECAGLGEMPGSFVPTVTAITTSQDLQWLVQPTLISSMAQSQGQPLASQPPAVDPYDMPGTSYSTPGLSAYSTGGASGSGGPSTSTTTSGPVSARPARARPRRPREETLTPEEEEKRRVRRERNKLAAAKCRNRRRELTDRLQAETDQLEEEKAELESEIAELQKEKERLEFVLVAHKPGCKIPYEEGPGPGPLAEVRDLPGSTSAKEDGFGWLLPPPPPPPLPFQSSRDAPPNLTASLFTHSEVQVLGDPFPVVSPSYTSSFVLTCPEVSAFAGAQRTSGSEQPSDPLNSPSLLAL
Rtt109 HAT inh: C. albicans Rtt109 histone acetyltransferase inhibition. purified Rtt109/Vps75, ThioGlo CoA-SH fluorescence, 4 h. inhibition, % at 34.9 µM. actives 0.16% (n = 330,000);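 active = inhibition of at least 50% in every replicate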
Active calls of the source: *; · = not tested or not shown.

The opening 3 entries (preview)
SMILES	PfHsp90 set2	NSD2 HMT inh	MITF act	CAL PDZ FP-1	SR-BI uptake up	CAL PDZ FP-2	SR-BI DiI inh	PvdQ inh	dFosB act	Rtt109 HAT inh
CC(=O)C[C@H](O)CC(=O)[C@@H]1OC(=O)CCCCC/C=C/Cc2ccccc21	-10	·	3	-2	-3	-0.7	2	2	2	17
CC(C)NC(=S)n1cc(C(=O)c2cc(Cl)cc(Cl)c2O)cn1	67	1	-14	-3	·	-1.9	·	-14	-11	-3
Cc1c(CC(=O)Nc2ccc(Cl)cc2)sc2ccc(Cl)cc12	0	-8	-9	·	13	-0.8	-13	-2	4	5

All compounds of this part, repeating the preview:
SMILES	PfHsp90 set2	NSD2 HMT inh	MITF act	CAL PDZ FP-1	SR-BI uptake up	CAL PDZ FP-2	SR-BI DiI inh	PvdQ inh	dFosB act	Rtt109 HAT inh
CC(=O)C[C@H](O)CC(=O)[C@@H]1OC(=O)CCCCC/C=C/Cc2ccccc21	-10	·	3	-2	-3	-0.7	2	2	2	17
CC(C)NC(=S)n1cc(C(=O)c2cc(Cl)cc(Cl)c2O)cn1	67	1	-14	-3	·	-1.9	·	-14	-11	-3
Cc1c(CC(=O)Nc2ccc(Cl)cc2)sc2ccc(Cl)cc12	0	-8	-9	·	13	-0.8	-13	-2	4	5
COc1ccc(CC(=O)Nc2cccc(SC)c2)cc1	-2	5	11	-2	5	-0.3	-5	-14	2	8
O=C1/C(=C/c2cccs2)SC(=S)N1CCC(=O)N1CCCCC1CCO (configuration not stated)	-24	9	35	-4	-8	0.7	8	-1	-8	2
O=C(NCc1ccccn1)c1cccc(S(=O)(=O)Nc2ccc(F)cc2)c1	-24	-1	-5	-6	18	-1.0	-18	-5	10	·
COc1ccc(CCNC(=O)c2cc3c(C)nccc3[nH]c2=O)cc1OC	-8	-3	-7	4	18	-4.0	-18	-6	-6	2
CCC(CC)c1nc(C#N)c(NC(C)c2ccccc2)o1 (configuration not stated)	9	2	3	-3	2	-2.4	-2	-23	-4	0
O=C(CSCCOc1ccccc1)NCc1ccncc1	8	-3	·	-3	3	-0.6	-3	1	-3	-2
Cc1cc2nc3n(c2cc1C)CC1CC(C(=O)NCCC(C)C)N(C)C31 (configuration not stated)	21	·	5	-1	11	-0.7	-11	-12	-3	4
CC(C)(C)NC(=O)NC(=O)COC(=O)c1c(F)cccc1Cl	-4	-2	64	-20	9	-0.9	-9	-3	1	-9
CNC(=O)COC(=O)c1ccc(Cl)c(S(N)(=O)=O)c1	-81	-6	-1	-3	·	0.3	·	-9	-4	-22
CCC(C)CNC(=O)c1cccc(OC2CCN(CC(C)(C)C)CC2)c1 (configuration not stated)	8	-1	·	-2	4	-0.8	-4	-4	-9	3
CN1CCN(CCOCCOc2ccc(Br)cc2Cl)CC1	12	3	·	-8	4	0.5	-4	-7	5	-2
O=C(Nc1cc(N2CCCCC2)ncn1)c1ccc(F)cc1	27	3	5	-6	11	-2.5	-11	-6	-10	-4
CC(C)C(=O)Nc1c(O)c2ccccc2[nH]c1=O	17	0	-1	·	19	0.7	6	-13	9	8
CCOC(=O)N1CCN(CCCc2ccccc2)CC1	23	2	·	-3	0	0.2	0	6	1	4
CC(NS(=O)(=O)c1ccc(Br)cc1)C(=O)NCCc1ccccc1 (configuration not stated)	-16	-2	5	0	41	-2.0	-41	4	-1	-2
CCN(CC)S(=O)(=O)c1ccc(C)c(NC(=O)Cn2c(=O)cnc3ccccc32)c1	8	1	4	-3	2	-0.7	-2	-12	-2	0
COc1ccccc1-c1cc(C(=O)NN)[nH]n1	-2	-1	·	·	-15	-1.1	14	0	1	17
CC1(C(=O)O)Sc2[nH]c(=O)sc2C2c3ccccc3OC(=O)C21 (configuration not stated)	-13	0	4	6	3	-0.1	-3	-13	2	-3
O=C(Nc1ccc2c(c1)OCO2)C1CCN(C(=O)CSc2ncnc3ccccc23)CC1	-16	2	·	-3	-4	-3.5	4	7	-4	-1
COc1ccc(Br)cc1S(=O)(=O)NCc1ccccc1	4	-5	9	-4	13	0.3	-13	-14	-6	2
CCC(=O)N1CCc2cc(S(=O)(=O)CCC(=O)NCc3cccc(OC)c3)ccc21	9	-5	-14	1	-4	-0.4	4	-8	-11	-9
O=c1c(-c2ccc(Br)cc2)[n+]([O-])c2ccccc2n1OCc1ccccc1	-6	-2	·	·	-18	-1.1	18	-19	-8	6
COc1cc(NC(=O)CSc2nc3[nH]ncc3c(=O)n2-c2ccccc2C)cc(OC)c1OC	16	-2	-7	-4	-4	-3.9	4	-12	-6	5
CCOCCCNC(=O)C(c1ccc(C)cc1)N1CCOCC1 (configuration not stated)	9	·	·	·	4	-0.2	-4	-15	-4	6
Cc1ccc([N+](=O)[O-])cc1/C=N/Nc1nnnn1-c1ccccc1	-50	6	-2	-5	20	0.3	-20	-13	-6	1
COc1ccccc1OCC(=O)NCCC1=CCCCC1	1	-1	-3	-2	18	-2.0	-18	-11	-9	-3
COc1ccc(C(=O)CC(=O)O)c2c1C=CC(C)(C)O2	-1	32	·	-4	13	-4.4	-13	2	8	10
COc1cc(CN2CCC(C(N)=O)CC2)ccc1OCc1ccccc1	1	-1	·	-2	15	0.2	-15	-9	-5	2
N#C/C(=C(/O)COC(=O)c1ccccc1O)c1nc2ccccc2s1	7	1	-11	2	-2	-0.6	2	0	-9	3
CC(=O)Nc1ccc(S(=O)(=O)N2CCN(c3ccc([N+](=O)[O-])cc3)CC2)cc1	-1	1	·	·	-5	-0.6	5	-2	-1	-6
CSc1ccc(CN2CCN(Cc3ccc([N+](=O)[O-])cc3)CC2)cc1	6	·	-7	-11	-5	-4.6	5	-20	-8	-3
Cc1ccc(NC(=O)C2CC(=O)N(c3ccc4c(c3)OCCO4)C2)nc1 (configuration not stated)	·	7	1	-2	15	-2.1	-15	-14	1	-1
CC1CCN(c2ccc([N+](=O)[O-])cc2C(=O)NCC2CCCO2)CC1 (configuration not stated)	-3	5	6	-3	-10	-1.1	10	7	-3	8
COc1ccc(/C(N)=N/OC(=O)Oc2ccccc2)cc1	-9	-1	0	2	-5	-2.3	5	-8	2	-5
CC(=O)OCC(=O)C1(O)CCC2C3CC(C)C4=CC(=O)C=CC4(C)C3(F)C(O)CC21C (configuration not stated)	0	-3	4	2	9	0.1	-9	-12	-5	-7
CN(C)C(CNC(=O)c1cc2ccccc2o1)c1ccccc1 (configuration not stated)	·	-3	2	-5	-7	-0.1	7	8	4	2
CCCc1cc(=O)[nH]c(SCC(=O)Nc2sc3c(c2C(N)=O)CCCC3)n1	-24	10	-8	-11	3	-0.7	-3	-17	-15	3
Cc1c(Cl)cccc1NC(=O)c1ccc(OCC(=O)NCc2ccccc2)cc1	0	0	-2	-2	-36	-1.2	36	4	11	5
O=C(CSc1nnc(CNC(=O)c2c(F)cccc2F)o1)NCc1ccco1	18	-1	-6	-4	29	-0.7	-29	7	-4	20
Cc1ccc(NC(=O)CN2C(=O)C3C4C=CC(C4)C3C2=O)cc1 (configuration not stated)	·	-1	9	2	10	0.0	-10	7	-1	4
Cc1onc(-c2ccccc2)c1C(=O)N1CCOCC1	-9	1	-5	2	·	-0.7	-21	11	1	4
O=C(NC(=S)NC1CCSC1=O)c1ccccc1 (configuration not stated)	4	0	11	-3	17	-2.5	-17	-7	-5	11
COc1cc(/C=N/n2nnnc2N)cc(OC)c1OC	13	-1	-2	-5	6	-0.1	-6	-7	-5	-3
CCN1CCN(CCNC(=O)CS(=O)(=O)Cc2nc(-c3ccc(C)cc3)oc2C)CC1	-15	·	7	-6	30	-0.2	-30	-10	1	19
O=C(NC1CCCC1)c1ccc(Cl)c(S(=O)(=O)N2CCCCC2)c1	-6	-3	4	-3	-24	-0.4	24	-5	-4	-1
CC(NC(=S)NCCCN1CCOCC1)C12CC3CC(CC(C3)C1)C2 (configuration not stated)	10	-5	-6	-1	9	-0.6	-9	9	-3	-1
CC[n+]1ccc(/C=C/c2c[nH]c3ccccc23)cc1	-5	1	·	-1	9	0.1	-9	2	2	-1
CCCS(=O)(=O)N1CCC(C(=O)NCCc2ccccc2)CC1	-3	0	12	1	22	-1.6	-22	-8	-4	15
COc1cc(/C=C2/C(=O)NN(c3ccc(Cl)cc3)C2=O)ccc1OC(=O)c1ccco1	-10	8	-4	-2	15	-0.8	-15	8	-7	3
O=C(Nc1ccccn1)c1ccc(S(=O)(=O)N2CCCCC2)cc1	15	·	91*	-3	-5	-1.6	5	-8	-11	-3
O=C(CC(Cc1ccccc1)C(=O)O)Nc1ccccc1 (configuration not stated)	-5	2	-5	-3	-2	-1.6	2	-10	0	-14
O=C(NCC1CCCO1)c1ccc(Br)o1 (configuration not stated)	43	32	-1	7	-7	-0.2	7	-9	-1	-15
CC1CCN(C(=O)CN(Cc2ccc(Cl)cc2)S(C)(=O)=O)CC1	17	62*	7	-4	3	-0.3	-3	-12	-6	-2
CS(=O)(=O)N1CCN(CC(=O)NC2CCCC2)CC1	3	-2	·	3	13	0.2	-13	1	-4	-1
CC1CCN(C(=O)CN2C(=O)c3ccccc3S2(=O)=O)CC1	-1	-1	-7	14	30	-0.1	-30	-17	1	-7
COc1cc(C2C(C(=O)c3ccco3)=C(O)C(=O)N2Cc2ccccc2)ccc1O (configuration not stated)	5	2	·	-4	·	0.6	·	7	2	12
O=C(c1ccco1)N1CCN(C2CC(=O)N(c3ccc(F)c(Cl)c3)C2=O)CC1 (configuration not stated)	-18	-4	-4	-1	-13	-0.8	13	-13	-4	-3

(continued)
SMILES	PfHsp90 set2	NSD2 HMT inh	MITF act	CAL PDZ FP-1	SR-BI uptake up	CAL PDZ FP-2	SR-BI DiI inh	PvdQ inh	dFosB act	Rtt109 HAT inh
Cc1ccc(C)c(OCCCC(=O)NC2CCCCC2)c1	1	-5	-4	3	-17	-0.5	17	-9	-5	-3
O=C(Nc1nnc(SCc2c(Cl)cccc2Cl)s1)c1cccc([N+](=O)[O-])c1	8	-10	7	77*	17	0.6	-17	-6	15	-7
NC(=O)c1ncn([C@@H]2O[C@H](CNCc3cnc(N4CCOCC4)nc3)[C@@H](O)[C@H]2O)n1	-11	·	2	-5	·	-0.6	·	-12	-7	8
Cc1cccc(C(C)C)c1-n1nnnc1-c1ccccc1	14	·	18	-7	-6	-0.1	6	3	-5	0
CN(C)c1nc(OCCNC(=O)Nc2ccccc2)nc(N(C)C)n1	-17	8	2	-2	-27	-1.5	28	-10	0	-4

Reformatted: results already given
Each structure is followed by: PfHsp90 set2 | NSD2 HMT inh | MITF act | CAL PDZ FP-1 | SR-BI uptake up | CAL PDZ FP-2 | SR-BI DiI inh | PvdQ inh | dFosB act | Rtt109 HAT inh
CN(C)c1nc(OCCNC(=O)Nc2ccccc2)nc(N(C)C)n1
    -17 | 8 | 2 | -2 | -27 | -1.5 | 28 | -10 | 0 | -4
O=C(Nc1nnc(SCc2c(Cl)cccc2Cl)s1)c1cccc([N+](=O)[O-])c1
    8 | -10 | 7 | 77* | 17 | 0.6 | -17 | -6 | 15 | -7
NC(=O)c1ncn([C@@H]2O[C@H](CNCc3cnc(N4CCOCC4)nc3)[C@@H](O)[C@H]2O)n1
    -11 | · | 2 | -5 | · | -0.6 | · | -12 | -7 | 8
Cc1cccc(C(C)C)c1-n1nnnc1-c1ccccc1
    14 | · | 18 | -7 | -6 | -0.1 | 6 | 3 | -5 | 0
